Compound activity (PubChem BioAssay)
HTRA1 inhibitor: blocks human HTRA1 serine peptidase. Q92743. recombinant HTRA1, FP-rhodamine activity-based probe, fluorescence polarization. inhibition, % at 5.96 µM. hit rate 0.5% among 340,000. AID 504803; in the data active = inhibition above about 36%;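 also: 0% = enzyme with DMSO and 100% = wells lacking enzyme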
Tn7 DDE FP: disrupts Tn7 cyclic peptide binding to fibrin D-Dimer-E complex; hit rate 0.13% among 370,000; inhibition, % at 8.3 µM; P02675; FP displacement of FITC-Tn7 peptide from fibrin DD(E); 0% = median of compound wells per plate;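 active = inhibition above the mean of compounds falling within the control limits plus 3 SD of them, cut at about 14% in these data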;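 also: 0% = plate median of compound wells and 100% = 10 µM Aha-Tn7 peptide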
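Test system – human fibrin DD(E) · Times – 10 min preincubation, 3 h with tracer, room temperature · Detection – fluorescence polarization of the labelled Tn7 tracer · Measure – percent inhibition normalized to high-control wells · Benchmarks – high control wells with 10 µM unlabelled Aha-Tn7 peptide (full inhibition) · Repeats – singlicate testing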
PG9 binder: binds the HIV-1 gp120 antibody PG9; TR-FRET gp120-PG9 antibody binding; inhibition, % at 6.7 µM; hit rate 0.43% among 360,000; AID 624416; in the data active = inhibition above about 8.5%
LEDGF integ inh: blocks HIV-1 LEDGF/p75-dependent DNA integration. TR-FRET IN-LEDGF/p75 DNA integration, Eu/Cy5. inhibition, % at 3.7 µM. hit rate 0.64% among 370,000. AID 743269;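 active = inhibition above the screen-wide mean plus 3 SD, cut at about 13% in these data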;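 also: signal is the Cy5 over europium emission ratio at 671 and 618 nm; 0% = plate median of compound wells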
TDP2 inh: TDP2 (human) inhibition, absorbance primary screen; O95551; recombinant TDP2, T5PNP hydrolysis, p-nitrophenol absorbance 415 nm; inhibition, % at 12.8 µM; hit rate 0.34% among 370,000; AID 720702;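 active = inhibition above the mean of all tested compounds plus 3 SD, set per campaign, cut at about 25% in these data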;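 also: 0% = DMSO with enzyme and 100% = buffer with substrate but no TDP2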
Target sequence (O95551 whole entry, looked up): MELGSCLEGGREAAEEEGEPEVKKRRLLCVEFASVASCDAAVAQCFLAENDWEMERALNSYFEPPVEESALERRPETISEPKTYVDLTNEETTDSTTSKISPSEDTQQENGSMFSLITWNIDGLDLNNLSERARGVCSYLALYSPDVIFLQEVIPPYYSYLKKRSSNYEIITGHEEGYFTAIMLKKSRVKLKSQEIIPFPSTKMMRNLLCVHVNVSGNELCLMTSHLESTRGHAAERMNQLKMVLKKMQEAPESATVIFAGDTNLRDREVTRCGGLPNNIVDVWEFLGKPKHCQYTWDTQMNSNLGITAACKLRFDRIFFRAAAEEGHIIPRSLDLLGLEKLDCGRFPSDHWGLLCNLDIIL
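Assay system: recombinant human TDP2 / Reagent: T5PNP substrate at 5 mM, a TopII-DNA adduct mimic / Measured by: epi absorbance from released p-nitrophenol / Evaluation: % inhibition relative to enzyme-containing and enzyme-free wells / Control set: enzyme-free and DMSO wells / Replicates: each compound tested once, singlicate / Schedule: enzyme reaction with compound for 2 h at 37 °C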
SIAE primary: inhibitors of human sialic acid acetylesterase SIAE | Q9HAT2 | SIAE FP-Rh probe binding, fluorescence polarization | inhibition, % at 9.66 µM | hit rate 0.69% among 370,000;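 active = inhibition above a cutoff: mean of compounds within the control limits plus 3 SD of those, cut at about 17% in these data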;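 also: 0% = plate median of compound wells and 100% = probe without SIAE protein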
ABHD4 inh: inhibitors of mouse ABHD4 | hit rate 0.54% among 370,000 | Q8VD66 | purified mABHD4, FP-Rh probe fluorescence polarization | AID 720543 | inhibition, % at 8.92 µM;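 active = inhibition exceeding the mean over every tested compound plus 3 SD, cut at about 30% in these data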;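 also: 0% = plate median of compound wells and 100% = S159A mutant with DMSO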
Target sequence (Q8VD66 whole entry, looked up): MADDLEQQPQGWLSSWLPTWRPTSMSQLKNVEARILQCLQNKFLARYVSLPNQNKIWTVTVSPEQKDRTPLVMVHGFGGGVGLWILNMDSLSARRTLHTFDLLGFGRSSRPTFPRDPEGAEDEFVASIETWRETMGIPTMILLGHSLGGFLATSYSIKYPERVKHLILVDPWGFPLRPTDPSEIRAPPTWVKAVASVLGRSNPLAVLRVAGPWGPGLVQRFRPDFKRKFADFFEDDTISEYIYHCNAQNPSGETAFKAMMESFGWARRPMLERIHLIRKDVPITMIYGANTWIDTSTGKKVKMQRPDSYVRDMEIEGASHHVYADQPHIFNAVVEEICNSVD
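Assay system: Wild-type mouse ABHD4 protein | Medium: HEPES pH 7.0 buffer, 150 mM NaCl, 0.01% Pluronic F-127 | Incubation: Enzyme–compound pre-incubation 45 min, then probe 60 min, both 25 °C | Technique: Fluorescence polarization with parallel and perpendicular emission, 525/598 nm | Evaluation: % inhibition of FP-Rh probe binding versus controls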
PRMT1 inh: PRMT1 (human) inhibition, primary screen; Q99873; recombinant PRMT1, activity-based probe fluorescence polarization; hit rate 1.3% among 370,000; inhibition, % at 2.79 µM; AID 652257;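 active = inhibition above about 21% made by adding two undisclosed values, limit read from the data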
Target sequence (Q99873 whole entry, looked up): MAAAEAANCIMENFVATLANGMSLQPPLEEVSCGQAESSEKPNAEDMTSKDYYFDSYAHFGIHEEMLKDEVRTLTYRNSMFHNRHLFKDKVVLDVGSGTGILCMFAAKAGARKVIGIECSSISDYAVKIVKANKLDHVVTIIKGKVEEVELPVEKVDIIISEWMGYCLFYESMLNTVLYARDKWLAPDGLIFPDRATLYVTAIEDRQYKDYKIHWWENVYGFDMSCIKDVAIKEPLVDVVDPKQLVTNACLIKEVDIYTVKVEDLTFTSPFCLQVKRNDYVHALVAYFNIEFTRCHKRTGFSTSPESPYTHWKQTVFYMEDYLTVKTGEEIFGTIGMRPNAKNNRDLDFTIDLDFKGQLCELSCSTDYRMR
UHRF1 binding: UHRF1 methyl-DNA binding inhibition. UHRF1 binding to methylated oligo, TR-FRET. inhibition, % at 4.4 µM. hit rate 0.75% among 370,000. Q96T88; in the data active = inhibition above about 21%;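 also: UHRF1 SRA domain binding a hemimethylated CpG hairpin DNA probe; 0% = median of test compound wells and 100% = reference inhibitor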
TCR CD3 inh: human TCR-CD3 binding inhibition. hit rate 0.37% among 360,000. TAMRA-labeled TCR probe fluorescence, biochemical. inhibition, % at 9.4 µM; in the data active = inhibition above about 19%;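 also: recombinant mutant TCR 2C K166C tagged with TAMRA read by polarization; 0% = receptor in buffer alone and 100% = receptor with positive control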
Numbers without * were called inactive; · = not tested or not shown.

SMILES	HTRA1 inhibitor	Tn7 DDE FP	PG9 binder	LEDGF integ inh	TDP2 inh	SIAE primary	ABHD4 inh	PRMT1 inh	UHRF1 binding	TCR CD3 inh
Cc1cc(N)n(-c2ccc(C(=O)O)cc2)n1	7	-4	-2.5	2	-7	1	-2	0	-3	-1
COc1ccc2c(c1)C(SCC(=O)NCc1ccccc1)CC(C)(C)O2 (centres undefined)	-3	1	-1.7	-3	-5	3	-5	0	0	0
C[C@@H]1[C@@H](O)C[C@@]2(C[C@H](O)c3ccccc3O2)O[C@H]1c1ccccc1	·	1	·	-3	-11	0	3	-1	0	·
COc1ccc(C(CCNCc2ccccc2)c2ccc(F)cc2)cc1 (centres undefined)	-7	0	2.1	2	-3	1	6	-3	-1	3
CCNC(=S)N1CCN(c2ccccc2OCC)CC1	-3	1	-1.0	-1	1	11	2	-3	1	9
C[C@@H]1CCCCO[C@@H](CN(C)C(=O)c2ccncc2)[C@@H](C)CN([C@H](C)CO)C(=O)c2cc(N(C)C)ccc2O1	0	-2	0.4	-1	0	5	4	3	0	11
Cc1cccc(-n2nnc(C(=O)NC3CCCc4ccccc43)c2N)c1 (centres undefined)	-26	-1	1.5	-1	-10	-2	-22	4	6	-2
COCCCNC(=O)Cn1ncc2c(=O)oc3ccccc3c21	4	9	0.0	2	12	3	-3	-2	-2	-3
COc1ccc(S(=O)(=O)c2ccc(OC)cc2)cc1	-3	3	1.0	2	9	-6	-2	1	1	-6
CCc1noc(C)c1C(=O)N(CC)c1nc2c(C)cccc2s1	-9	5	1.5	-6	2	-5	-2	3	2	-8
Cc1csc(NC(=O)c2cc3c(s2)CCC3)n1	-15	5	-0.1	-3	-1	4	4	1	-1	1
O=C(CN1CCN(Cc2ccc(Cl)cc2)C1=O)NCc1cccs1	3	2	0.4	-4	-5	-2	6	0	2	1
CCc1ccccc1NC(=O)c1nnn(CC(=O)Nc2ccccc2C)c1N	-2	-1	0.4	2	-8	7	1	-1	0	-2
Cc1ccc(C(=O)CSc2nnc(Cn3nnc4ccccc43)n2C)cc1	-4	1	-0.5	1	7	-4	-3	-4	0	-4
CC(C)CC1C(=O)N(Cc2cn(CCC3OCCO3)nn2)CCS(=O)(=O)N1Cc1ccc(-c2ccc(F)cc2)cc1 (centres undefined)	-30	7	1.4	-11	-3	-5	-19	-5	-2	4
O=C(NCCCN1CCN(CCCNC(=O)c2ccc3c(c2)OCO3)CC1)c1ccc2c(c1)OCO2	7	-5	0.2	-1	3	8	-1	-3	0	10
CCCCCOC(=O)CSc1nc2c(c(=O)[nH]c(=O)n2C)n1Cc1ccc(Cl)cc1	-2	5	-0.8	-2	-3	-4	0	-3	1	11
COc1ccc2c(c1)C(c1ccc([N+](=O)[O-])cc1)=NNC(c1ccco1)=N2	-11	-3	-2.1	1	-4	2	4	-1	-2	7
COC(=O)CCc1c(C)[nH]c(=S)[nH]c1=O	2	-9	-2.4	-4	-17	-2	-2	-4	6	-1
COc1ccc(SCCN2CC[C@@H](O)CCC2=O)cc1	11	0	-2.0	2	4	-2	2	1	3	7
O=C(O)CN=C1NC2(CCCC2)Cc2ccccc21	1	-5	-0.7	-1	13	-1	0	-3	-3	2
Cc1cccc2cn[nH]c12	10	2	-0.7	-3	10	1	2	1	3	-9
C/C(=N\OCc1ccc(C#N)cc1)c1cc2ccccc2o1	-18	1	-1.7	-1	9	4	-16	0	7	1
O=C(c1ccc([N+](=O)[O-])cc1[N+](=O)[O-])N1CCN(C(=O)C2CCCO2)CC1 (centres undefined)	0	8	-1.0	-2	8	14	5	0	-2	-4
CC1CCCN(CCSc2ccc(Cl)cc2)C1 (centres undefined)	-2	5	0.2	-2	9	0	11	-1	-2	6
CCOc1ccccc1NC(=O)C1CCN(c2nc(-c3ccc(OC)cc3)no2)CC1	1	8	-0.7	8	-3	6	-7	-2	2	-2
COCCCNC(=S)NNC(=O)c1ccc2c(c1)OCO2	1	-1	0.1	-2	-5	7	1	-3	0	7
CC1CCCC(NS(=O)(=O)c2ccc3c(c2)OCCO3)C1C (centres undefined)	-13	2	-1.4	4	0	2	2	1	4	1
Cc1ccc(NC(=O)CCC(=O)OCCCC(F)(F)C(F)(F)F)cc1	-7	4	-0.6	-7	11	4	2	1	1	-6
O=C(Cn1cnc2c(nnn2-c2ccc(F)cc2)c1=O)NCC1CCCO1 (centres undefined)	-5	2	-0.1	1	-11	-7	2	-2	0	-1
COc1ccc(OC)c(-c2csc(NC(=O)COC(=O)C3CCC3)n2)c1	4	-2	0.0	-2	-2	4	-1	3	-1	-7
COc1ccc([C@H]2[C@H]3C=CC[C@@H](C)[C@@H]3C(=O)N2Cc2ccccc2)cc1Cl	-28	-6	-0.3	1	-2	7	1	-1	0	-1
COC(=O)c1ccc(CN(c2ccccc2OC)S(=O)(=O)c2cccs2)o1	-18	3	-1.8	1	-5	-1	4	2	16	-3
OCCNC(=S)NCCc1ccccc1	4	1	-0.4	-1	-6	-3	7	1	7	-5
Fc1ccc(NC(=S)NCc2ccc3c(c2)OCO3)cc1	-6	-5	-2.2	1	1	-1	-4	-2	-2	-2
CCC(=O)Nc1nc(-c2ccccc2)nc(SC)c1C(C)=O	-3	-1	0.2	-4	6	12	1	0	-2	2
Cc1ccc(OCC(=O)Nc2ccncc2)cc1C	3	5	1.2	-2	5	4	-5	3	3	-7
CC1(C)CC(=O)C2=C(C1)Nc1ncnn1C2c1cccs1 (centres undefined)	-1	1	-1.7	-1	12	2	-1	1	-1	-3
CN(C)/C=N/c1c(C#N)cnn1-c1nc2ccccc2s1	-2	9	1.7	-7	1	4	-2	-5	-2	0
Cc1ccc(S(=O)(=O)N2CCC(C(=O)Nc3ccc(S(=O)(=O)N4CCCC4)cc3)CC2)cc1C	-26	-5	-2.4	1	-20	-33	-21	0	4	4
CN(C(=O)CSc1nnc(CN2CCCC2)n1Cc1ccccc1)c1ccccc1	4	-3	-1.4	4	-2	6	4	-8	2	6
Cc1ccc(S(=O)(=O)Oc2ccc(/C=C3\N=C(c4cccc(C)c4)OC3=O)cc2)cc1	1	7	1.0	-1	11	0	3	2	-2	2
O=C(CCC(=O)N1CCN(S(=O)(=O)c2cccc(F)c2)CC1)c1cccs1	-1	-3	0.0	-1	7	11	9	1	0	-2
CCN(CC)C(=O)C1CC(=O)N(c2ccc(F)c(Cl)c2)C1 (centres undefined)	-1	-2	0.9	2	-14	0	0	-3	4	-5
Cc1ccc(C(=O)N2CCN(Cc3ccc4c(c3)OCO4)CC2)o1	-4	1	1.8	0	8	-1	5	0	-2	0
COc1ccc(NC(=O)C2CCCN(S(C)(=O)=O)C2)cc1Cl (centres undefined)	10	9	1.2	1	2	-3	-2	-1	-1	5
CCOC(=O)/C=C1/SCC(=O)N1CCOc1cccc(Br)c1	-11	-5	-1.8	0	-2	-3	-9	1	1	7
CCOc1ccccc1NC(=O)C1CCN(C(=O)C2CC(=O)N(c3ccc(C)cc3)C2)CC1 (centres undefined)	-1	-6	-0.6	0	-11	6	2	-1	-1	2
CCOC(=O)C1=C(C)NC(=O)NC1c1ccc(OC(=O)c2ccco2)cc1 (centres undefined)	-2	1	0.2	1	9	0	2	0	-2	-5
CC(C)(C)NC(=O)C(c1ccc(F)cc1)N(Cc1ccco1)C(=O)Cn1nnc(-c2cccs2)n1 (centres undefined)	-3	5	0.4	1	13	3	-2	3	0	-2

A run of entries from the list above:
SMILES	HTRA1 inhibitor	Tn7 DDE FP	PG9 binder	LEDGF integ inh	TDP2 inh	SIAE primary	ABHD4 inh	PRMT1 inh	UHRF1 binding	TCR CD3 inh
O=C(CCC(=O)N1CCN(S(=O)(=O)c2cccc(F)c2)CC1)c1cccs1	-1	-3	0.0	-1	7	11	9	1	0	-2
CCN(CC)C(=O)C1CC(=O)N(c2ccc(F)c(Cl)c2)C1 (centres undefined)	-1	-2	0.9	2	-14	0	0	-3	4	-5
Cc1ccc(C(=O)N2CCN(Cc3ccc4c(c3)OCO4)CC2)o1	-4	1	1.8	0	8	-1	5	0	-2	0

Carrying on.
SMILES	HTRA1 inhibitor	Tn7 DDE FP	PG9 binder	LEDGF integ inh	TDP2 inh	SIAE primary	ABHD4 inh	PRMT1 inh	UHRF1 binding	TCR CD3 inh
CCOC(=O)C1=C(C)Nc2ccccc2N=C1NC(=O)C1CCN(C(=O)c2ccccc2C)CC1	1	-3	0.1	0	-3	3	9	2	-2	-3
O=C(O)Cn1c2c(c3ccccc31)CSc1ccc(Cl)cc1-2	4	4	17*	2	-1	-7	7	78*	-2	9
CCCCCCCN1CCC(=O)N([C@H](CO)c2ccccc2)CC1	-4	-3	-0.7	-3	-11	3	2	1	2	2
Cc1cc(C)n(C(=O)c2ccc(C)c(S(=O)(=O)N3CCCCC3)c2)n1	1	0	-1.4	0	0	4	-2	-2	15	7
CCC(NC(=O)Nc1cc(OC)c(OC)c(OC)c1)(C(F)(F)F)C(F)(F)F	2	-8	-1.6	1	11	8	-7	1	-1	9
CC(=O)NC1(NC(C)=O)CCN(C)CC1	1	-11	1.2	2	-10	1	-2	-2	2	0
CN1CCN(S(=O)(=O)c2cccc(C(=O)NCCOc3ccccc3F)c2)CC1	3	2	-0.6	-3	-7	7	-4	4	3	0
CN(c1ccc([N+](=O)[O-])cc1C(N)=O)C1CCCCC1	2	-5	-1.6	1	-3	0	7	-3	-7	1
CCCCc1nnc(SCC(=O)Nc2nccs2)n1C	4	-4	-1.4	-3	0	0	9	3	0	-4
COc1ccc(C)cc1S(=O)(=O)N(CC(=O)Nc1cccc([N+](=O)[O-])c1)c1cc(C)cc(C)c1	-11	-2	-0.1	1	-2	-3	-9	1	1	-1
CCCNC(=O)Cn1nc(C)n2c(cc3cc(F)ccc32)c1=O	5	0	1.2	1	3	3	-1	-2	-3	-7
CC1CN(c2nc3ccccc3nc2SCC(=O)N2CCN(S(=O)(=O)c3ccc(F)cc3)CC2)CC(C)O1 (centres undefined)	·	4	·	-2	-1	-3	-2	1	0	·
CCOC(=O)CSCC(=O)Nc1nnc(-c2cccc([N+](=O)[O-])c2)s1	-2	4	0.6	7	-9	11	8	3	1	0
COc1ccc(C(O)(c2ccccc2)C(C(=O)O)c2ccccc2)cc1 (centres undefined)	-10	4	0.5	-3	-1	5	-8	3	0	0
COc1ccc(C2=NO[C@@H]3[C@@H]4C[C@@H]([C@H]5C(=O)N(C)C(=O)[C@@H]45)[C@H]23)c(OC)c1	·	-3	1.9	1	5	5	-8	-1	-1	-1
O=S(=O)(c1ccccc1)c1nc(-c2ccco2)oc1NCCCn1ccnc1	5	5	-0.3	-2	-1	-5	-1	0	-4	8
